Source: PubChem BioAssay (several laboratories)
NCOA2 inhibitor: inhibits human steroid receptor coactivator 2; Q15596; HEK293 GAL4-SRC2 luciferase reporter, luminescence; inhibition, % at 9 µM; 370,000 compounds, 0.17% hits; AID 651957;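 active = inhibition above the mean inhibition of all tested compounds plus 3 SD, set per campaign, cut at about 52% in these data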;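 note: 0% = DMSO treated cells and 100% = cells given Gossypol at 36 µM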
TLR9-MyD88 inh: inhibitors of human TLR9-MyD88 binding; Q9NR96+Q99836; CHO BLA complementation TLR9-MyD88, CCF4 FRET ratio; inhibition, % at 4.98 µM; 340,000 compounds, 0.21% hits; AID 504734;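 active = inhibition above the mean over all tested compounds plus 3 SD, cut at about 21% in these data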;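 note: 0% = DMSO only wells and 100% = clavulanate BLA inhibitor control wells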
NCOA1 inh: human NCOA1 inhibition. inhibition, % at 3.6 µM. Q15788. 360,000 compounds, 0.12% hits. HEK293 GAL4-SRC1 luciferase reporter, luminescence. AID 588354;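 active = inhibition above the campaign mean plus 3 SD, with each screening campaign given its own cutoff, cut at about 60% in these data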;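 note: 0% = DMSO treated cells and 100% = gossypol at 36 µM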
TWEAK Fn14 block: inhibitors of TWEAK-Fn14 interaction signaling; TWEAK-stimulated Fn14 reporter cells, luciferase luminescence, 8 h; 360,000 compounds, 2% hits; inhibition, % at 10 µM; AID 1159606; in the data active = inhibition above about 50%
NOD2-RIPK2 inh: NOD2-RIPK2 protein interaction inhibition. O43353. CHO BLA complementation NOD2-RIPK2, CCF4 ratio. inhibition, % at 4.98 µM. 360,000 compounds, 0.38% hits. AID 624267; in the data active = inhibition above about 21%;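 note: 0% = vehicle only and 100% = reference blocker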
Target sequence (O43353 whole entry, looked up): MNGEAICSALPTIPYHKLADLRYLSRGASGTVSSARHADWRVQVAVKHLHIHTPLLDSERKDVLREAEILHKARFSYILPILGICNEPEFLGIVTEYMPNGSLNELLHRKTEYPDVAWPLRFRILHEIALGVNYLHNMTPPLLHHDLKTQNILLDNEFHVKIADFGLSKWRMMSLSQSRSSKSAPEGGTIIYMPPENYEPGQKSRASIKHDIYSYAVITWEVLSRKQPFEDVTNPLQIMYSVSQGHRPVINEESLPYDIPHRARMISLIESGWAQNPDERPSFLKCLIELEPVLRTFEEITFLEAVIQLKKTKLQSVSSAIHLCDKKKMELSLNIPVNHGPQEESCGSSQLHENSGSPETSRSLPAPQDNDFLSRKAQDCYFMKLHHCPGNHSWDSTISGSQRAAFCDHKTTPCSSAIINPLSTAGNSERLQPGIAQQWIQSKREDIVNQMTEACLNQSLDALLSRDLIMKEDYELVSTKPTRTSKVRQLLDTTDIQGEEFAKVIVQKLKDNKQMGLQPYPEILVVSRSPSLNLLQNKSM
NCOA3 inh: inhibits human SRC3 coactivator; Q9Y6Q9; HEK293 GAL4-SRC3 luciferase reporter, luminescence; inhibition, % at 3.6 µM; 360,000 compounds, 0.17% hits;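 active = inhibition above a per-campaign cutoff, the mean of all compounds plus 3 SD, cut at about 60% in these data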;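 note: 0% = DMSO-treated cells and 100% = gossypol-treated cells at 36 µM; higher means less SRC3-driven luciferase light from the GAL4 reporter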
TROY signal inh: inhibitors of TROY-dependent NF-kB signaling; Q293 LMP1-TROYcd NF-kB luciferase reporter, 4 h; inhibition, % at 10 µM; 360,000 compounds, 0.98% hits;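 active = compounds whose plate-normalised and pattern-corrected inhibition of the luciferase reporter signal at the single screening dose is 50% or more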
LRH-1 inv ag: suppresses constitutive activity of human LRH-1. 360,000 compounds, 0.13% hits. inhibition, % at 3.6 µM. HEK293T StAR-luciferase reporter, LRH-1 transfected, 24 h. AID 602396. O00482;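 active = inhibition above the mean inhibition of all tested compounds plus 3 SD, cut at about 73% in these data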;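 note: 0% = DMSO wells and 100% = reporter-only cells lacking LRH-1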
COUP-TFII inh: inhibitors of human COUP-TFII (NR2F2); HEK293T NGFI-A luciferase reporter, luminescence; 370,000 compounds, 0.7% hits; P24468; AID 686940; inhibition, % at 8.6 µM;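 active = inhibition above a per-plate cutoff, mean inhibition of test wells between control levels plus 3 SD, cut at about 38% in these data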;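 note: cells cotransfected with COUP-TFII expression vector driving the NGFI-A reporter; 0% = median of COUP-TF2 test wells and 100% = reporter-only cells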
Target sequence (P24468 whole entry, looked up): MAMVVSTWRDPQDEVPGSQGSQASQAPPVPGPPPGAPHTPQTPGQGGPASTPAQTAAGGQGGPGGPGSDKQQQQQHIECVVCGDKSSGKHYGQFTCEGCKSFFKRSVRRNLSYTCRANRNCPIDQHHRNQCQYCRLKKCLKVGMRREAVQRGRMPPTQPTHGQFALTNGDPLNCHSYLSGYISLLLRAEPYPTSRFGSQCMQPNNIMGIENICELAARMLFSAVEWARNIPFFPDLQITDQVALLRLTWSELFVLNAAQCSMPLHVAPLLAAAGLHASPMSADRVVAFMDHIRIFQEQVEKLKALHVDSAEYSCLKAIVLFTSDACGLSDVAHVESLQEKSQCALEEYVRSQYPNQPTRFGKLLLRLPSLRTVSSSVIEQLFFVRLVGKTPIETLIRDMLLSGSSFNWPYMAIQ
ABHD5-PLIN5 inh: blocks binding of human ABHD5 to perilipin-5. AID 602281. inhibition, % at 4 µM. Q00G26+Q8WTS1. 360,000 compounds, 0.78% hits. Split G. princeps luciferase complementation, luminescence, 4 h;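 active = inhibition above the mean inhibition across every tested compound plus 3 SD, cut at about 22% in these data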;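 note: 0% = DMSO only wells and the 100% control is not disclosed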
Exocytosis inh: lytic granule exocytosis inhibition; 360,000 compounds, 0.66% hits; inhibition, % at 10 µM; AID 651702; TALL-104 LAMP-1 surface exposure, flow cytometry; cells stimulated with thapsigargin and PMA;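 active = inhibition above about 55%, limit read from the data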
* = called active by the depositor; . = no result given. Only part of the results is shown; rates above refer to the full screens.

SMILES	NCOA2 inhibitor	TLR9-MyD88 inh	NCOA1 inh	TWEAK Fn14 block	NOD2-RIPK2 inh	NCOA3 inh	TROY signal inh	LRH-1 inv ag	COUP-TFII inh	ABHD5-PLIN5 inh	Exocytosis inh
O=C(NCCCN1CCCC1=O)c1ccccc1NS(=O)(=O)c1ccc(F)cc1	11.4	-4.4	2.2	-9.5	-12.8	15.9	-5.5	4.6	-3.1	1.2	-0.8
Cc1cc([N+](=O)[O-])cc2c1NCC1CC=CC21 (stereo not given)	7.9	-8.6	6.3	10.4	-8.4	16.9	-8.2	5.2	3.4	0.4	-1.3
COc1ccc(C2NC(=O)NC(C)=C2C(=O)OCC2CCCCC2)cc1OC (stereo not given)	11.9	-5.2	-8.7	2.2	-9.9	-22.1	17.7	-10.7	-0.2	-2.2	-19.3
Cc1cccn2c(=O)c(C=C(C#N)C#N)c(N3CCN(C)CC3)nc12	-3.8	7.8	4.8	-4.3	-2.6	10.1	3.5	-0.2	-20.2	-0.1	-4.0
COc1ccc(CSc2nncn2C)cc1[N+](=O)[O-]	17.9	-1.5	8.7	-1.0	4.8	10.9	1.3	-11.0	3.3	-3.7	-3.1
Cn1nc(-c2ccccc2)cc1NC(=O)[C@@H]1O[C@H](CO)[C@H](O)[C@H](O)[C@H]1O	-2.1	.	7.2	-17.6	-14.1	11.9	16.2	5.7	3.6	9.7	3.0
Cc1cnc(-c2nnc(N(C)C(=O)c3cccnc3)s2)cn1	-42.6	-1.8	-16.3	-10.2	9.6	-3.1	-0.5	-11.2	-18.9	-1.2	0.9
COc1ccc(C(CNC(=O)c2ccc(S(=O)(=O)Nc3ccccc3F)cc2)N(C)C)cc1 (stereo not given)	4.1	-8.9	-8.1	6.3	3.7	-29.9	18.2	-4.5	-1.3	-6.6	12.0
Cc1ccc(C)c(NC(=O)C(Sc2cccc[n+]2[O-])c2ccccc2)c1 (stereo not given)	10.4	4.5	16.4	-8.8	-1.4	14.2	-16.6	7.5	20.8	-4.2	-6.7
Cc1ccc(C(=O)Nc2cccnc2)cc1NC(=O)c1ccco1	-4.1	5.7	0.2	21.5	-6.9	2.2	-0.5	5.3	-5.6	-3.1	2.4
Cc1cccc([C@H]2[C@@H]3C=CC[C@@H](C)[C@@H]3C(=O)N2Cc2ccccc2)c1	-6.9	-10.4	-1.9	-7.6	-6.5	-1.1	-10.0	5.2	17.4	-2.7	-3.0
O=S(=O)(c1cc(F)ccc1F)N1CCN(C2CCCCC2)CC1	12.6	7.6	-19.9	0.8	8.6	8.1	21.1	-3.1	-4.9	-4.9	24.7
CC(CCc1ccccc1)NC(=O)CSc1nnnn1C (stereo not given)	-7.9	11.2	15.5	15.8	-1.9	-1.0	-11.1	25.1	10.9	-10.2	-2.6
Cc1ccc(NC(=O)CSCC(=O)Nc2ccccc2N2CCCC2)cc1	-30.1	-10.4	12.2	11.3	-7.6	-29.9	-24.9	-9.9	5.0	-4.2	-9.1
CCOc1ccc(S(=O)(=O)NCCSc2ccccc2)cc1	-11.4	-0.2	3.1	8.9	0.8	10.7	11.7	2.8	-2.7	-4.7	-0.7
CCCn1c2ccccc2c2nnc(SCC(=O)OC)nc21	-12.9	-5.2	-14.3	18.2	1.2	12.5	22.2	2.1	-12.7	0.7	2.4
COc1ccc(NC(=O)C(c2cc3ccccc3o2)n2c(=O)c(-c3cc4ccccc4[nH]3)nc3ccccc32)cc1 (stereo not given)	-21.1	.	.	.	51.4*	.	.	0.0	-27.4	3.1	1.6
CN(C)CCn1c2c(c(SCC(=O)Nc3cccc4ccccc34)nc1=O)CCCC2	-2.4	5.5	-11.5	-15.2	1.9	10.8	-12.9	-19.7	32.4	-4.2	12.8
CN1C[C@@H](CO)O[C@@H](n2cnc3c(N4CCOCC4)ncnc32)C1	7.0	.	-11.0	-16.2	4.3	-5.0	-15.7	-0.1	-5.2	-5.0	10.0
CCc1nc2ccc(C(=O)NCc3ccc4c(c3)OCO4)cn2c1N(C)C(=O)Cc1ccccc1	2.3	.	-1.7	-18.1	4.4	6.4	-4.3	17.4	-31.8	0.1	-13.8
COc1ccc2[nH]c3c(c2c1)CCN1C(=O)C(CC(=O)NCCC2=CCCCC2)C[C@H](C(=O)N(C(C)C)C(C)C)[C@@]31C (stereo not given in full)	0.0	-8.0	-26.8	22.6	1.3	7.3	4.2	9.8	13.5	-1.8	28.3
CCn1c(SCC(O)c2ccccc2)nnc1-c1ccccc1 (stereo not given)	3.9	-4.6	-11.0	11.8	-2.2	-5.1	-15.8	-11.4	-6.9	13.0	-7.4
CC(=O)Nc1ccc(S(=O)(=O)N2CCN=C2SCc2ccc(C)cc2)cc1	-26.2	3.1	-56.1	25.6	-7.1	-50.3	39.7	-26.5	-8.0	5.8	28.5
CCC(NC(=O)Cc1c(C)c2c(cc(C)c3c(C)c(C)oc32)oc1=O)C(=O)O (stereo not given)	-24.2	3.2	12.7	12.3	1.6	11.3	-9.1	16.0	8.2	8.9	14.5
FC(F)(F)c1cnc(-c2cnc(-c3ccccn3)nc2)c(Cl)c1	-25.5	4.2	-106.0	24.1	-5.1	-55.9	17.1	-164.9	-24.2	-6.3	7.4
Cc1ccc(CN2CCN(CC(=O)NCc3ccccc3)CC2)cc1	1.5	-6.5	6.8	-10.8	2.9	10.3	12.3	-1.0	-2.9	15.6	-3.8
O=C1C(=O)N(CCN2CCCCC2)c2ccccc21	9.3	-9.2	-5.5	-18.4	-11.7	-12.7	-17.4	-3.0	-4.5	-6.6	5.6
COc1ccc(Cl)cc1C(=O)NCC(=O)OCc1ccccc1	-26.6	10.7	5.8	6.8	-6.3	7.4	-8.1	-2.0	-21.2	-0.5	2.9
CCCCOc1ccc(C(=O)NCc2ccncc2)cc1	0.6	9.0	9.7	15.3	3.1	2.4	0.2	37.6	6.4	-2.2	-2.0
CCOC(=O)C1CCCN(C(=O)c2c(-c3ccccc3)noc2C)CC1 (stereo not given)	-25.2	.	-1.2	0.3	1.7	7.4	11.1	10.8	-1.4	6.1	-2.9
COc1ccc(NC(=O)C2Cc3c(-c4cccc(C(N)=O)c4)ccnc3O2)cc1OC (stereo not given)	-6.7	.	18.3	-4.2	-3.4	0.7	7.4	16.5	20.4	-3.1	-8.1
COc1cccc(OCC(=O)Nc2cc(Cl)ccc2Oc2ccccc2)c1	-13.1	1.5	15.0	10.1	-3.0	20.0	6.3	-2.8	2.2	-8.9	6.0
CN(C)S(=O)(=O)c1cccc(NC(=O)c2cccc(S(=O)(=O)N3CCc4ccccc43)c2)c1	-1.5	-3.3	-5.4	60.3*	0.9	0.7	34.7	20.8	42.5*	-8.4	3.1
O=C(Nc1nc(-c2ccccn2)cs1)c1cc2ccccc2o1	-20.6	3.1	-35.5	20.7	1.9	-5.7	34.8	-4.0	-22.9	1.8	-1.0
O=C(CNC(=O)c1ccccc1)OCc1cccc(Br)c1	4.3	9.7	4.2	-0.2	-5.4	11.8	-29.8	5.0	-15.5	-0.3	-3.5
CCNC(=S)Nc1ccc2cn[nH]c2c1	-7.8	-0.7	4.3	4.8	-0.6	3.5	15.3	19.2	-9.8	-4.3	0.4

5 structures already listed, arranged by formula weight, rising.
SMILES	NCOA2 inhibitor	TLR9-MyD88 inh	NCOA1 inh	TWEAK Fn14 block	NOD2-RIPK2 inh	NCOA3 inh	TROY signal inh	LRH-1 inv ag	COUP-TFII inh	ABHD5-PLIN5 inh	Exocytosis inh
COc1ccc(CSc2nncn2C)cc1[N+](=O)[O-]	17.9	-1.5	8.7	-1.0	4.8	10.9	1.3	-11.0	3.3	-3.7	-3.1
O=C(Nc1nc(-c2ccccn2)cs1)c1cc2ccccc2o1	-20.6	3.1	-35.5	20.7	1.9	-5.7	34.8	-4.0	-22.9	1.8	-1.0
CN1C[C@@H](CO)O[C@@H](n2cnc3c(N4CCOCC4)ncnc32)C1	7.0	.	-11.0	-16.2	4.3	-5.0	-15.7	-0.1	-5.2	-5.0	10.0
FC(F)(F)c1cnc(-c2cnc(-c3ccccn3)nc2)c(Cl)c1	-25.5	4.2	-106.0	24.1	-5.1	-55.9	17.1	-164.9	-24.2	-6.3	7.4
COc1ccc(C(CNC(=O)c2ccc(S(=O)(=O)Nc3ccccc3F)cc2)N(C)C)cc1 (stereo not given)	4.1	-8.9	-8.1	6.3	3.7	-29.9	18.2	-4.5	-1.3	-6.6	12.0

(more compounds)
SMILES	NCOA2 inhibitor	TLR9-MyD88 inh	NCOA1 inh	TWEAK Fn14 block	NOD2-RIPK2 inh	NCOA3 inh	TROY signal inh	LRH-1 inv ag	COUP-TFII inh	ABHD5-PLIN5 inh	Exocytosis inh
CCCOc1cccc(C(=O)Nc2ccccc2C(=O)N2CCN(C)CC2)c1	-10.6	-12.8	8.2	-3.3	-7.9	12.9	-7.9	-9.6	5.0	-2.5	-0.2
COc1ccc(C(=O)NC(=S)NNC(=O)c2ccc(O)cc2)cc1[N+](=O)[O-]	-22.3	-1.1	-11.9	-20.0	-4.3	-20.4	-2.2	-23.1	-16.6	-2.7	-8.0
O=C(NCCCC1CCCC1)C1CCC(=O)N(Cc2cccc(F)c2)C1 (stereo not given)	-8.9	-12.6	3.1	-4.7	9.2	21.3	-28.7	6.1	9.0	1.7	1.8
O=C(COC(=O)c1ccccn1)Nc1ccccc1Cl	-44.0	2.9	9.8	-2.3	-6.8	13.8	4.0	-10.2	14.6	10.0	3.0
Cc1nnc(SCc2nnc(-c3ccccc3Br)o2)s1	-29.2	3.8	-31.2	-20.0	-13.4	-9.7	-19.0	-3.5	-11.4	-8.7	-2.8
CC(C)c1nc2oc3c(NCC4CCCO4)ncnc3c2c2c1COC(C)(C)C2 (stereo not given)	7.0	-6.9	-9.4	28.7	-1.1	-0.6	-1.4	4.0	-8.7	-0.3	-1.6
Nc1sc(-c2ccccc2)cc1C(=O)N1CCN(c2ccccc2)CC1	-4.4	.	.	.	-10.0	.	.	-28.1	-1.4	-20.4	9.7
CCCc1[nH]nc2c1C(c1ccc(OCCN3CCOCC3)c(OCC)c1)C(C#N)=C(N)O2 (stereo not given)	14.4	-5.2	9.8	-10.2	-2.0	16.5	-6.4	17.2	-6.6	0.8	-3.1
COc1cc(/C=N/NC2=NS(=O)(=O)c3ccccc32)cc(OC)c1OC	-27.6	-0.1	-22.4	-1.0	-12.6	8.0	0.2	-3.0	7.3	-0.7	-0.8
Cc1ccccc1NS(=O)(=O)CCCCC(Cl)(Cl)Cl	-15.8	0.2	-2.5	-10.0	-1.9	8.9	5.0	18.2	14.9	-4.6	-4.0
Cn1c(=O)c2c([nH]c(=O)n2C)n(Cc2ccccc2)c1=O	-8.8	.	2.7	19.5	-11.1	14.5	-5.9	18.1	-6.2	5.7	-1.8
C=CCN(c1ccccc1)S(=O)(=O)c1cccc(C(=O)Nc2ncccc2O)c1	.	1.4	-3.0	10.2	-2.1	20.6	-9.2	-6.5	.	-10.2	-1.1
